APP transl inh – APP translation inhibition. inhibition, % at 2 µM. AID 1285. SH-SY5Y APP 5'UTR-luciferase reporter, luminescence. actives 0.82% (n = 190,000);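 active = inhibition above a set limit, derived from the sample mean plus 3 SD, cut at about 45% in these data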; note: values of inactives mirror those of a sister screen read the other way
FLuc inhib CS – counter-screen for luciferase assay inhibitors: firefly luciferase inhibition. P08659. ATPLite firefly luciferase biochemical luminescence, 10 min. inhibition, % at 10 µM. actives 1.5% (n = 200,000). AID 1006;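 active = inhibition above about 50% when tested at 10 µM, limit read from the data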
Target sequence (P08659 whole entry, looked up): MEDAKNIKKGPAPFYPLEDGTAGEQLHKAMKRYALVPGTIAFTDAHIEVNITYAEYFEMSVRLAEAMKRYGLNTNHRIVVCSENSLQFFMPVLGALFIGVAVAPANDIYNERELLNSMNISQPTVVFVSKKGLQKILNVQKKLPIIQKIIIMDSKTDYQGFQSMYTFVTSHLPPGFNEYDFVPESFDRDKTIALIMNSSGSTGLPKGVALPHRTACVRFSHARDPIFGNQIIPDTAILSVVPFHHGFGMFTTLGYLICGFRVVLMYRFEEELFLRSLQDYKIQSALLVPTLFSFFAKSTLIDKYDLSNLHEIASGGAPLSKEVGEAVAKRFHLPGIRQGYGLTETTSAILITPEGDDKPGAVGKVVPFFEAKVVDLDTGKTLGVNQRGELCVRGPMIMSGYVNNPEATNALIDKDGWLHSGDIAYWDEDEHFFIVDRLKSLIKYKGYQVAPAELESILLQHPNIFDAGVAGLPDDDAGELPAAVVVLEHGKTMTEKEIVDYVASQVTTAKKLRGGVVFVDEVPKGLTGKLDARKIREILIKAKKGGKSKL
Hsp70 act – transcriptional activators of Hsp70; HeLa Hsp70 promoter luciferase reporter, luminescence; scaled: vehicle 0, proteasome-inhibitor control 100%; activation, % at 10 µM; actives 0.04% (n = 200,000); AID 1203;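 active = activation above the mean across all tested compounds plus 3 SD, cutoff set per campaign, cut at about 5.5% in these data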;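 note: 100% = MG132 at 30 µM as the positive control and 0% = DMSO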
STAT3 act – activators of IL-6 induced STAT3 signaling | U3A cells, IL-6 STAT3-luciferase reporter, luminescence; 100% = signal with IL-6 EC80 alone | activation (% of control), % at 5.6 µM | actives 0.91% (n = 190,000);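 active = activation above the screen-wide mean of compound activation plus 3 SD, cut at about 130% in these data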;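 note: 0% = background luminescence of wells with medium and substrate only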
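system = STAT3-luciferase reporter U3A cells | reagent = IL-6 stimulus at 33 ng/mL final | timing = 1 h compound pre-exposure, 6 h IL-6 stimulation, 37 °C | measured by = luminescence | evaluation = % activation versus median of IL-6-stimulated wells | control set = IL-6-only wells as 100% reference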
APP 5'UTR act – activates APP 5'UTR luciferase reporter | AID 1276 | SH-SY5Y APP 5'UTR luciferase reporter, luminescence; zero percent = DMSO vehicle wells | activation, % at 2 µM | actives 1% (n = 190,000);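 active = activation above a set limit, based on mean plus 3 SD of controls, cut at about 140% in these data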; note: values of inactives mirror those of a sister screen read the other way
STAT1 act – activators of IFN-gamma induced STAT1 signaling; activation (% of control), % at 5.5 µM; AID 932; NIH 3T3 STAT1-luciferase reporter, luminescence; 100% = IFN-gamma alone, no compound; actives 2.6% (n = 200,000);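 active = activation above the screen-wide mean activation plus 3 SD, cut at about 130% in these data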;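 note: raw ratio to IFN-gamma control signal so 100% means no change and 0% no light; values of inactives mirror those of a sister screen read the other way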
NF-kB neuron act – compounds increasing NF-kB expression in human neuronal cells. NF-kB reporter expression; stronger effect = higher value. fold change at 12.5 µM. actives 1.6% (n = 190,000); in the data active = fold change above about 3.3
STAT1 blocker – inhibitors of IFN-gamma induced STAT1 signaling. actives 0.35% (n = 200,000). inhibition, % at 5.5 µM. AID 920. NIH 3T3 STAT1-luciferase reporter, luminescence;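 active = inhibition above a set limit, the mean inhibition across all tested compounds plus 3 SD, cut at about 34% in these data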;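 note: 0% = IFN-gamma with DMSO and 100% = IFN-gamma with 300 µM nifuroxazide; values of inactives mirror those of a sister screen read the other way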
STAT3 inh – STAT3 signaling inhibition. U3A cells, IL-6 STAT3-luciferase reporter, luminescence; host cell line lacks STAT1. inhibition, % at 5.5 µM. actives 0.89% (n = 190,000);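 active = inhibition above the mean inhibition across all screened compounds plus 3 SD, cut at about 44% in these data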;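 note: 0% = DMSO only wells and 100% = 100 µM nifuroxazide control wells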
RAM network inh – inhibitors of the yeast RAM network; S. cerevisiae dse1pr::URA3 reporter, 5-FOA growth OD615, 2 d; analog-sensitive cbk1-as2 kinase mutant strain; AID 868; actives 1.8% (n = 190,000); inhibition, % at 50 µM;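 active = inhibition above a set limit, 3 SD over mean compound inhibition, cut at about 8.4% in these data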;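 note: 0% = DMSO-only wells with no growth and 100% = 10 µM 1-NA-PP1 full growth; inhibition rescues growth on 5-FOA so higher OD means more RAM inhibition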
The depositor's hits bear a star; x = no result given.

item | SMILES | APP transl inh | FLuc inhib CS | Hsp70 act | STAT3 act | APP 5'UTR act | STAT1 act | NF-kB neuron act | STAT1 blocker | STAT3 inh | RAM network inh
1 | O=C(Cc1ccccc1)N/N=C/c1ccccc1F | -9.5 | -3.6 | 0.0 | 104.8 | 9.5 | 105.1 | 1.39 | -5.6 | -11.1 | -0.6
2 | CC(C)OC(=O)C(=O)NNc1ccccc1 | 4.3 | -1.3 | -0.6 | 99.0 | -4.3 | 99.9 | 1.71 | 0.1 | 4.8 | 0.5
3 | Cc1cc(C(=O)OCC(=O)c2cccc([N+](=O)[O-])c2)c2cccc(C)c2n1 | -1.0 | 1.3 | 0.5 | 104.2 | 1.0 | 92.8 | 1.49 | 8.1 | -0.3 | 2.9
4 | CCCC12CN3CCN(CC(C3)/C1=N\NC(=O)c1ccccc1Cl)C2 | -7.4 | 3.5 | -0.2 | 100.8 | 7.4 | 94.1 | 0.92 | 6.2 | 0.9 | 0.8
5 | O=CN1CCN(C(=O)COc2ccc(Cl)cc2Br)CC1 | -22.6 | -3.2 | -0.2 | 101.4 | 22.6 | 97.7 | 1.09 | 2.6 | 2.0 | 0.8
6 | CCOC(=O)C(NC(=O)Nc1ccc(C(N)=O)cc1)(c1ccccc1)C(F)(F)F (configuration not stated) | -17.7 | -1.4 | -0.1 | 102.2 | 17.7 | 102.3 | 1.14 | -2.4 | -4.3 | 2.8
7 | Cc1ccc(SCCC(=O)NC(C)(C)C)cc1 | -1.0 | -2.5 | 0.1 | 98.9 | 1.0 | 107.9 | 1.39 | -9.0 | 4.5 | 2.0
8 | COCCN(C(=O)CCC(=O)Nc1ccccn1)C(C(=O)NC1CCCC1)c1ccc(OC)cc1 (configuration not stated) | -2.8 | -4.9 | -0.1 | 100.0 | 2.8 | 89.0 | 1.1 | 12.1 | 5.8 | -0.3
9 | CCCn1c(-c2cccs2)nc2c1c(=O)[nH]c(=O)n2Cc1ccccc1 | 15.1 | -0.1 | -0.3 | 102.9 | -15.1 | 96.2 | 1.07 | 3.9 | -1.7 | 4.1
10 | CCCCC(=O)C1=C(N2CCCC2)CC(C)(C)CC1=O | -12.6 | x | 0.0 | 99.1 | 12.6 | 103.7 | 1.09 | -4.0 | 3.9 | 0.1
11 | CCn1nc(C)c(NC(=O)c2ccc(Cl)cc2)c1C | -7.5 | -5.3 | -0.2 | 101.8 | 7.5 | 96.2 | 1.18 | 2.3 | 1.6 | 1.6
12 | Cc1noc(C)c1S(=O)(=O)N1CCC(C(=O)N2CCN(Cc3ccc4c(c3)OCO4)CC2)CC1 | 1.4 | -1.3 | -0.5 | 99.6 | -1.4 | 99.2 | 0.96 | -0.8 | 4.8 | 3.4
13 | C/C(=N/NC(=O)c1ccc(O)cc1)c1cccc([N+](=O)[O-])c1 | -14.2 | 13.6 | -0.2 | 96.4 | 14.2 | 99.2 | 1.19 | 0.9 | 3.6 | 1.5
14 | O=C(CCn1c(=O)oc2ccccc21)n1c(=O)oc2ccccc21 | -13.0 | -2.5 | -0.5 | 102.1 | 13.0 | 94.6 | 1.18 | 5.9 | 1.2 | 2.6
15 | Cc1cc(C)c(NC(=O)CSc2nnc(-c3ccco3)n2N)c(C)c1 | 0.0 | -2.1 | -0.3 | 101.8 | 0.0 | 101.7 | 1.03 | -1.9 | 3.2 | 0.8
16 | O=C(CN1C(=O)C2C3C=CC(C3)C2C1=O)Nc1ccc(S(=O)(=O)N2CCCCC2)cc1 (configuration not stated) | 9.0 | -5.6 | -0.1 | 97.8 | -9.0 | 86.9 | 1.19 | 14.1 | 1.2 | 0.6
17 | O=C(CCC1CCCC1)NCc1cccs1 | -5.4 | -3.2 | -0.1 | 104.3 | 5.4 | 104.9 | 1.37 | -5.4 | -0.3 | 0.8
18 | Cc1cc(NC2CCCCC2)nc(NCc2ccccc2)n1 | 11.7 | 1.1 | -0.6 | 92.7 | -11.7 | 76.7 | 0.76 | 25.6 | 11.9 | 0.1
19 | CCC(C)Oc1cccc(C(=O)Nc2ccccc2N2CCOCC2)c1 (configuration not stated) | -4.9 | 1.6 | -0.1 | 95.1 | 4.9 | 100.4 | 0.55 | -0.5 | 10.6 | 2.7
20 | CCc1ccc(C(=O)CN(C#N)c2nc(C)cc(C)n2)cc1 | -12.8 | 15.5 | -0.5 | 93.1 | 12.8 | 108.7 | 0.93 | -9.7 | 12.0 | 1.9
21 | O=C(OCCN1C(=O)c2ccccc2C1=O)c1cccc(OC(F)F)c1 | 6.5 | -8.9 | -0.4 | 95.5 | -6.5 | 100.0 | 1.07 | 0.0 | 11.1 | 5.0
22 | CN(CC(=O)NC1CCCCC1)S(=O)(=O)c1cccc2cccnc12 | 0.9 | -6.8 | -0.1 | 102.8 | -0.9 | 100.5 | 1.05 | -0.5 | 5.4 | 0.2
23 | Cc1cc(C)c2c(-n3cccc3)c(C(=O)O)sc2n1 | 2.9 | -9.0 | 0.0 | 101.1 | -2.9 | 98.2 | 1.19 | 1.9 | 2.1 | 3.1
24 | CCc1ccc(NS(=O)(=O)c2cc(OC)ccc2OC)cc1 | 6.6 | -3.0 | -0.1 | 93.1 | -6.6 | 101.3 | 1.02 | -1.5 | 13.3 | 2.5
25 | CC1(C)CC(NC(=O)C(F)(F)F)CC(C)(C)N1OC(=O)c1ccco1 | 3.2 | -11.1 | -0.2 | 105.8 | -3.2 | 100.6 | 1.14 | -2.5 | -2.5 | -0.5
26 | CCOc1ccccc1N1CCN(S(=O)(=O)c2cccs2)CC1 | 7.4 | -6.7 | -0.1 | 101.6 | -7.4 | 99.3 | 0.8 | 0.7 | 1.8 | 0.0
27 | OCCC1CN(Cc2nc3ccccc3s2)CCN1C1CCCC1 (configuration not stated) | 0.7 | 0.8 | -0.4 | 102.6 | -0.7 | 101.7 | 0.93 | -4.0 | 0.5 | 0.0
28 | CC1CC(C)(C)NC(=S)N1CCCC(=O)NCCc1ccc(Cl)cc1 (configuration not stated) | -17.6 | -4.5 | -0.2 | 96.2 | 17.6 | 91.4 | 0.86 | 8.1 | 8.0 | -0.6
29 | CN(C)c1ccc(/C=N/NC(=O)CNC(=O)c2ccc3c(c2)OCCO3)cc1 | 14.2 | 10.2 | 0.6 | 100.4 | -14.2 | 108.4 | 1.17 | -10.0 | 11.2 | 0.6
30 | CCOc1cc(C(=O)NCc2ccc(C)cc2)ccc1OCC(=O)N1CCOCC1 | -13.6 | -9.2 | 0.2 | 111.9 | 13.6 | 100.1 | 1.34 | 1.6 | -8.6 | -0.4
31 | CCCNC(=O)Cn1c(=O)oc2ccccc21 | -8.9 | -3.2 | 0.0 | 94.0 | 8.9 | 92.1 | 1.12 | 8.9 | 9.1 | -0.5
32 | CCc1sc(N(C(=O)Cc2ccccc2)c2cccc(F)c2)nc1-c1ccc(C)cc1 | 1.6 | -5.1 | -0.1 | 105.4 | -1.6 | 103.0 | 0.79 | -3.4 | -5.4 | 8.9*
33 | O=C(c1cccc([N+](=O)[O-])c1)n1nc(-c2ccccc2)nc1NCc1ccccc1 | -18.1 | -9.7 | -0.3 | 97.5 | 18.1 | 116.4 | 1.41 | -18.0 | 2.3 | 9.7*
34 | CC(Cc1ccccc1)C(=O)N1CCN(C)CC1 (configuration not stated) | -12.2 | -4.2 | -0.2 | 103.6 | 12.2 | 94.0 | 1.37 | 6.6 | -7.2 | 0.3
35 | Cc1ccc(N=Cc2cccc(O)c2O)c(C)c1 | 4.6 | 34.4 | 0.3 | 127.9 | -4.6 | 103.4 | 2.12 | -3.8 | -27.6 | 2.2
36 | CC/C(C)=N/NC(=S)NCc1ccco1 | -20.0 | -7.2 | -0.1 | 83.5 | 20.0 | 98.3 | 1.14 | 1.9 | 22.6 | 2.8
37 | CCOC(=O)C(=O)Nc1ccc(F)cc1 | 14.0 | -3.9 | -0.1 | 97.9 | -14.0 | 107.0 | 1.22 | -7.6 | 9.2 | 0.0
38 | CCn1c(SCC(=O)Nc2cc(NC(C)=O)ccc2OC)nnc1-c1ccncc1 | -1.4 | -4.3 | -0.4 | 107.0 | 1.4 | 103.6 | 1.17 | -3.9 | -5.8 | -0.4
39 | O=C(O)CSCC(=O)NCc1ccccc1Cl | -9.6 | -1.6 | 0.0 | 102.4 | 9.6 | 100.6 | 1.11 | -1.6 | 4.5 | 0.0
40 | COc1ccc(N2C(=O)c3ccccc3NC23CCCCC3)cc1 | -134.8 | 31.5 | 0.5 | 97.0 | 134.8 | 134.7* | 3.09 | -38.2 | 7.6 | 0.9
41 | CSc1ccccc1NC(=O)CN(C)Cc1cc(=O)n2ccsc2n1 | 13.9 | -7.0 | -0.3 | 102.9 | -13.9 | 92.6 | 1.41 | 6.8 | 0.0 | 0.6
42 | N#Cc1nc(-c2cccc(Cl)c2)oc1NCc1cccnc1 | -8.0 | -2.3 | 0.6 | 90.8 | 8.0 | 106.5 | 1.03 | -7.0 | 11.4 | 1.0
43 | O=C(C#Cc1ccccc1)c1cccc([N+](=O)[O-])c1 | -1.5 | -2.7 | -0.1 | 82.4 | 1.5 | 84.4 | 1.37 | 16.9 | 22.9 | 0.4
44 | COc1ccc(C2(NC(C)=O)CCN(C(=O)c3cccs3)CC2)cc1 | -5.4 | -3.9 | -0.4 | 99.2 | x | 99.6 | 1.13 | -0.2 | 4.0 | -0.5
45 | CC(C)c1nnc(NC(=O)CCCCCN2C(=O)C3C4C=CC(C4)C3C2=O)s1 (configuration not stated) | 8.8 | -2.4 | -0.2 | 99.0 | -8.8 | 97.8 | 0.9 | 2.4 | 10.0 | 2.1
46 | Nc1nc(Nc2cccc(F)c2)nc2ccccc12 | -96.5 | 57.1* | -0.1 | 102.7 | 96.5 | 145.2* | 5.3* | -49.9 | 3.2 | 0.1
47 | FCCCOc1ccc(CN2CCN(c3ccccc3F)CC2)cc1 | -5.8 | -7.7 | -0.4 | 99.4 | 5.8 | 107.7 | 1.08 | -10.3 | 11.0 | 1.9
48 | COc1ccc2[nH]c3c(=O)n4c(nc3c2c1)SCC4 | -5.6 | 4.2 | 0.7 | 82.5 | 5.6 | 92.5 | 1.42 | 6.7 | 24.2 | 2.7
49 | COc1ccc(S(=O)(=O)NCCCCNS(=O)(=O)c2ccc(OC)cc2)cc1 | 11.8 | 1.7 | -0.3 | 98.0 | -11.8 | 104.8 | 1.11 | -5.2 | 6.1 | 0.8
50 | FC(F)(F)c1cccc(NC(=S)NCC(c2cccnc2)N2CCOCC2)c1 (configuration not stated) | -4.3 | -5.8 | -0.5 | 104.2 | 4.3 | 99.5 | 1.21 | 0.6 | -1.6 | 0.5
51 | Cc1ccc(-c2csc(C3C(N)=NC(S)=C(C#N)C34CCCCC4)n2)cc1 (configuration not stated) | -15.5 | -6.4 | -0.1 | 89.5 | 15.5 | 105.1 | 1.2 | -5.5 | 17.8 | 0.2
52 | COc1ccc(CCNC(=O)c2cc(=O)[nH]c3ccc(Br)cc23)cc1OC | 11.6 | 0.2 | -0.2 | 100.9 | -11.6 | 100.4 | 1.42 | -0.4 | 1.2 | -0.1

Screen by screen, from the results shown:
RAM network inh, nos. 40 to 44, in order: 0.9, 0.6, 1.0, 0.4, -0.5

Assay outcomes deposited in PubChem by several laboratories.
